From PubChem BioAssay
Vif-A3F inh: blocks the Vif interaction with APOBEC3F; AID 602313; 390,000 compounds, 0.2% hits; HeLa A3F-eYFP + Vif (tagged APOBEC3F with the HIV-1 protein that degrades it), YFP fluorescence increase; Potency, µM (series often up to 46.1 µM), for inactives: at the top dose activity, negative = active; also: potency is read from the fitted curve at half-maximal effect; % of control where 0% means no effect; nearly all actives have a fitted effect of over 65% in size
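Fluorescence increase (Ex 488/Em 500-530) after overnight compound treatment at 37 deg C flags inhibition of Vif-driven A3F-eYFP loss in stable HeLa A3F-eYFP/Vif cells seeded overnight beforehand.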
Glioma ERSR ind: induces the endoplasmic reticulum stress response in human glioma cells; Potency, µM, for inactives: top-dose activation, usual class: activators; 420,000 compounds, 0.02% hits; U87-MG GRP78 promoter luciferase reporter, 16 h; also: potency is read from the fitted curve at half-maximal effect; series mostly up to about 76 µM; % of control where 0% means no effect; nearly all actives have a fitted effect of over 35% in size
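Stably transfected U87-MG human glioma cells carrying a GRP78-based luminescent sensor were seeded at 1000 cells/well, pin-dosed with compounds and incubated 16 h. Luciferase reagent was then added, and end-point luminescence was read after 10 min at room temperature.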
D1 agonist: agonists of human D1 dopamine receptor. P21728. HEK293 T-REx D1 cells, calcium flux, agonist mode. activation, % at 2 µM. 360,000 compounds, 1% hits. AID 504660; in the data active = activation above about 30%; also: 0% is about no effect
Target sequence (P21728 whole entry, looked up): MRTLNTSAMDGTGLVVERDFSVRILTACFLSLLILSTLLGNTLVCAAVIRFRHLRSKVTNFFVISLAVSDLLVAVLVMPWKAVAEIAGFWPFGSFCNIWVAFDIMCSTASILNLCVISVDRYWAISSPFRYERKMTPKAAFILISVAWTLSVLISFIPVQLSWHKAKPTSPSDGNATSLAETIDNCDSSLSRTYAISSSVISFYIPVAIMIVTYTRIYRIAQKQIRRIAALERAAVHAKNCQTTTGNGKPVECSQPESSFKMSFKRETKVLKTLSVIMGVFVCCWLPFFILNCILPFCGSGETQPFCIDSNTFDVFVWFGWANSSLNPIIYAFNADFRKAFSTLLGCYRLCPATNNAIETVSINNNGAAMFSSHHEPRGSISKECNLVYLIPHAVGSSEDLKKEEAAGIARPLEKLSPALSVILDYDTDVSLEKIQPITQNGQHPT
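Inducible HEK293 T-REx D1 cells, force-coupled to calcium signalling, were plated at 4000 cells/well with tetracycline and held overnight at 30 C. After no-wash calcium dye loading, compound-evoked calcium rise over 180 s flagged agonists.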
Vif-APOBEC3G blk: inhibitors of Vif-APOBEC3G interaction; Q9HC16; HeLa A3G-eYFP + Vif (tagged APOBEC3G with the HIV-1 protein that degrades it), YFP fluorescence, overnight; Potency, µM (top dose mostly 46.1 µM), without a hit: top-dose activity, negative = active, usual class: inhibitors; 410,000 compounds, 0.076% hits;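 also: potency is read from the fitted curve at half-maximal effect; % is scaled to controls: 0 for no effect and ±100 for the full control effect; nearly all actives have a fitted effect of over 60% in size; hits raise eYFP signal because A3G escapes Vif-driven loss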
Target sequence (Q9HC16 whole entry, looked up): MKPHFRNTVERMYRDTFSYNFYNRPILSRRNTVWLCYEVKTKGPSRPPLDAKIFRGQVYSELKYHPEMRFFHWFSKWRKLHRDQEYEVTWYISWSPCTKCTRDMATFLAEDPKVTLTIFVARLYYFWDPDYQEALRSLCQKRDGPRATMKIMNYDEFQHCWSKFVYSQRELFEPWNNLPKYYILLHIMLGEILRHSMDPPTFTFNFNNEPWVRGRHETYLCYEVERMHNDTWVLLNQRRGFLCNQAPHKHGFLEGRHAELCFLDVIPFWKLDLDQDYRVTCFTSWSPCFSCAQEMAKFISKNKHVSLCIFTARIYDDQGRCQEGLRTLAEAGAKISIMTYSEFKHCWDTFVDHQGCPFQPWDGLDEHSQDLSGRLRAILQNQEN
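Read-out is eYFP fluorescence (Ex 488/Em 500-530) from Vif-expressing HeLa A3G-eYFP cells; more signal means A3G escaped Vif-mediated degradation. Cells plated overnight, compound pinned in, incubated overnight at 37 deg C.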
D2 potentiator: positively modulates the human D2 dopamine receptor allosterically | P14416 | HEK293 T-REx D2, calcium flux, EC20 dopamine potentiation | potentiation, % at 10 µM | 340,000 compounds, 0.34% hits | AID 485347;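 active = potentiation over 3 SD above the plate norm, cut at about 30% in these data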; also: 0% is about no effect
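Potentiation of an EC20 dopamine calcium response measured kinetically over 180 s, after a preceding 180 s compound-only read flagging agonists. Cells: inducible Hek293 Trex D2 line, 4000/well, cultured overnight at 30 C before dye loading.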
RXFP1 agonist: agonists of human relaxin receptor RXFP1; Potency, µM (top dose mostly 57.5 µM), for the others: at the top dose activation, hits mostly activators; Q9HBX9; AID 2676; HEK293T-RXFP1 cAMP TR-FRET, 30 min; response scale: percent of porcine relaxin response, buffer zero; 370,000 compounds, 0.3% hits; also: potency is read from the fitted curve at half-maximal effect; % is scaled to controls: 0 for no effect and ±100 for the full control effect; nearly all actives have a fitted effect of over 60% in size; many of its hits are not listed in these tables
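HEK293T cells stably expressing RXFP1 were pretreated with the PDE4 inhibitor Ro 20174, exposed to compounds for 30 min at 37C, lysed, and cAMP was read by TR-FRET. Data normalized to buffer (basal) and 29 nM porcine relaxin (100%).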
D1 PAM: potentiators of human D1 dopamine receptor | P21728 | HEK293 TREx D1 cells, calcium flux, dopamine EC20 potentiation | potentiation, % at 10 µM | 360,000 compounds, 0.036% hits | AID 504651; in the data active = potentiation above about 30%; also: 0% is about no effect
D1 antag: antagonists of human D1 dopamine receptor | 360,000 compounds, 3.2% hits | HEK293 TREx D1 cells, calcium flux, dopamine EC80; hits give low values | P21728 | activity change, negative = inhibition, % at 10 µM; in the data active = activity change below about -30%; also: % is scaled to controls: 0 for no effect and ±100 for the full control effect
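Inducible Hek293 Trex D1 cells (tetracycline, overnight, 30 C). Calcium dye 30–90 min RT. Antagonist mode: EC80 dopamine added after 180 s compound read.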
LDHA block: inhibitors of human lactate dehydrogenase A. P00338. purified LDHA, NADH/diaphorase-resazurin fluorescence; hits give low values. activity change, % (values are at about 110 or 230 µM). 480,000 compounds, 0.15% hits. AID 1347041; in the data active = activity change below about -30%; inconclusive = mostly about -25% to -30%;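 also: plate controls were DMSO wells for no effect and wells without enzyme for full effect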
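Remaining NADH was detected by diaphorase (0.133 mg/mL) converting 37 µM resazurin to fluorescent resorufin, read at 0 and 20 minutes. The preceding 5-minute room-temperature reaction used 2 nM LDHA, 0.2 mM sodium pyruvate and 0.06 mM NADH at pH 7.4.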
Numbers without * were called inactive; ? = inconclusive; . = not tested or not shown. Unless noted, calls follow the shape of the dose curve; as a rule, active = well fitted curve in the direction sought with a large enough effect; inconclusive = small, poorly fitted or top-dose-only effect, or another doubt; inactive = no such curve, though single readings can be large; an effect the other way counts as inactive or inconclusive. The list is partial; the hit share may differ from the screen's.

canonical_smiles,Vif-A3F inh,Glioma ERSR ind,D1 agonist,Vif-APOBEC3G blk,D2 potentiator,RXFP1 agonist,D1 PAM,D1 antag,LDHA block
COC(=O)c1cc(C(=O)OCC(=O)NC(=O)c2ccccc2)cc([N+](=O)[O-])c1,-1%,-7%,1,0%,10,0.2%,0,3,-5
CCOC(=O)c1c(NC(=O)CSc2nnc(-c3ccccc3)o2)sc(C(C)=O)c1C,-9%,-6%,1,3%,-21,-2.8%,-2,-2,-5
O=C(O)C1CCN(C(=O)c2ccccc2C(=O)N2CCC(C(=O)O)CC2)CC1,-23%,-8%,2,-1%,9,-0.3%,5,0,-9
CCOc1ccc(NC(=O)c2ccc(NC(=O)C3CCCO3)cc2)cc1 (centres undefined),12%,-4%,7,-1%,.,1.0%,.,2,-5
Cc1cccn2c(=O)c(C(=O)NC3CCCCC3)c(O)nc12,-4%,-3%,3,-2%,9,18%,3,15,1
COc1ccc2nc(SCC(=O)N(C)C3CCCCC3)[nH]c2c1,-12%,2%,2,1%,3,0.3%,.,-2,-5
Cc1cc2ncn(C(=O)c3ccc(F)cc3)c2cc1C,10%,2%,9,1%,5,-0.2%,-4,-8,-6
CCCNC(=O)COc1coc(CN2CCN(c3cccc(Cl)c3)CC2)cc1=O,-8%,-4%,5,8%,-5,0.8%,-4,12,-9
O=C(NCCc1ccc(Cl)cc1Cl)c1cc([N+](=O)[O-])c[nH]c1=O,-13%,0%,13,1%,-3,1.1%,-18,-1,-10
NC(=O)C(c1ccc(Sc2ccccc2)nn1)c1ccc(Cl)cc1Cl (centres undefined),-10%,-1%,-1,1%,0,0.0%,3,-2,-3
Cc1ccc(CONC(=O)c2ccc([N+](=O)[O-])cc2)cc1,11%,3%,-1,-10%,16,1.2%,-11,-1,-10
Cc1cc(C)cc(Nc2nc3c([nH]2)c(=O)n(C)c(=O)n3C)c1,2%,-2%,0,4%,6,1.9%,4,14,-3
COc1ccccc1NC(=O)CN1CCN(CC(=O)Nc2ccc(C)c(F)c2)CC1,-11%,-1%,1,-10%,-4,0.0%,-6,2,1
CC(C)N1CCN(Cc2cccc3nonc23)CC1CCO (centres undefined),0%,-7%,0,-3%,22,-1.4%,3,-2,2
CCCCOc1cccc(OCCCC)c1C(=O)Nc1cc(C)on1,-11%,-4%,4,1%,.,1.2%,-3,13,-5
COC(=O)c1ccc(C2C3=C(Nc4nnnn42)c2ccccc2OC3)cc1 (centres undefined),-1%,-1%,1,-5%,3,1.6%,-3,-1,-3
Cn1c2c(c(=O)n(C)c1=O)C(c1ccc(F)cc1)C(C#N)=C(N)O2 (centres undefined),3%,2%,2,1%,-1,-0.2%,-6,-13,1
COc1cc(OC)cc(C(=O)NCCNC(=O)c2ccccc2)c1,-10%,-1%,1,-5%,-4,1.4%,-2,7,-5
Cc1ccccc1NC(=O)c1cccc(NC(=O)c2ccco2)c1,6%,-2%,2,0%,15,5.6%,-2,20,-11
COC(=O)c1ccc(NC(=O)c2ccc(CN3CCOCC3)cc2)cc1,-9%,2%,4,3%,2,1.7%,-5,-6,-5
CC(=O)c1cccc(NC(=O)Cn2nc(C(F)(F)F)c3c2CCC3)c1,2%,-2%,4,2%,.,-0.7%,-9,-7,2
Cc1ccc(C(C(=O)NC(C)(C)C)N(Cc2cccs2)C(=O)c2ccc3c(c2)OCCO3)cc1 (centres undefined),-7%,-2%,5,5%,1,1.3%,-3,-4,-3
CCC[C@H]1COCCS(=O)(=O)N1Cc1ccc(Br)cc1,.,-4%,4,-3%,11,-2.5%,-2,-3,.
CC(=O)N=C1SC2CS(=O)(=O)CC2N1c1c(Cl)cccc1Cl (centres undefined),-2%,-7%,1,-1%,5,0.7%,-2,-14,-2

Remaining list, next part
The line under a structure holds: Vif-A3F inh | Glioma ERSR ind | D1 agonist | Vif-APOBEC3G blk | D2 potentiator | RXFP1 agonist | D1 PAM | D1 antag | LDHA block
O=C(CCCn1cncn1)N1CCCC(Nc2ccc(F)cc2)C1 (centres undefined)
  -4% | -3% | 0 | 1% | -8 | 3.8% | -4 | -10 | 13
O=C(COc1ccccc1)NNC(=O)c1ccc(Cl)cc1
  -2% | 0% | 0 | 0% | 5 | -1.0% | -4 | -1 | -9
CCn1c(SCC(=O)N/N=C/c2ccc(C)s2)nc2ccccc21
  0% | 1% | 1 | ? | . | -0.6% | 0 | 1 | -5
CCCCn1c(SCC(N)=O)nc2ccc(N3CCOCC3)cc2c1=O
  -3% | 5% | . | 2% | . | 2.4% | . | . | 16
Cc1cc(C(=O)Nc2c(C)nn(Cc3ccccc3Cl)c2C)no1
  -22% | -3% | 2 | -12% | -2 | 0.2% | -6 | 10 | -14
Nc1cc(N)nc(SCC(=O)Nc2ccc3c(c2)OCO3)n1
  2% | -2% | 5 | -8% | -6 | 2.0% | 1 | -20 | -9
Cc1cccc(N2CCN(C(=O)c3ccc4c(Cl)c5c(nc4c3)CCCC5)CC2C)c1 (centres undefined)
  0% | -3% | 4 | -1% | 6 | 1.0% | 2 | -20 | -7
CCOC(=O)C1(CCCCCCOc2ccc(Cl)cc2)CO1 (centres undefined)
  . | . | 8 | . | -5 | 2.6% | -2 | -17 | .
COc1ccnc2c1c(=O)n(Cc1cccc(F)c1)c(=O)n2C
  13% | 1% | 2 | -4% | 1 | 6.0% | 0 | 22 | -9
COc1ccc(S(=O)(=O)NNC(=O)c2cccs2)cc1
  -4% | 3% | 2 | 1% | 3 | -1.2% | -2 | -6 | 2
Cc1ccc(C2N(c3ccc(F)cc3)C(=O)C3CCCN32)cc1 (centres undefined)
  -1% | 1% | 1 | -4% | -7 | 0.6% | -1 | -15 | -6
Cc1c(C(=O)NNC(=S)Nc2cccc(Cl)c2)nnn1-c1ccccc1
  -2% | 5% | 1 | -1% | 7 | 2.0% | 0 | 0 | -3
Cc1cc(=O)oc2c3c(ccc12)OCN(Cc1ccccc1Cl)C3
  -2% | -4% | -2 | 0% | -3 | 10% | 0 | -9 | -10
CSc1ccc(NC(=O)Nc2cccn(Cc3ccccc3)c2=O)cc1
  11% | 1% | 0 | -2% | -9 | 2.7% | 2 | -10 | 0
CN(C(=O)Cc1c(C(=O)O)n(C)c2ccccc12)c1cccc(C(F)(F)F)c1
  6% | 1% | 0 | 2% | . | 2.7% | -3 | -2 | -8
O=C(CCCCCn1c(=O)[nH]c2ccccc2c1=O)N1CCN(c2ccc(Cl)cc2)CC1
  0% | -3% | 3 | -2% | 2 | 7.3% | -3 | 4 | -5
O=C(CSc1n[nH]c(-c2ccncc2)n1)Nc1ccccc1
  -6% | -5% | 2 | 1% | 0 | -0.3% | -8 | -9 | -9
CCOC(=O)c1ccc(NC2=CC(c3ccc(O)c(OCC)c3)N(c3ccc(C(=O)OCC)cc3)C2=O)cc1 (centres undefined)
  -1% | -3% | 0 | 2% | 6 | 3.7% | 0 | -11 | 4
Cc1ccc(NC(=O)CSCC(=O)Nc2cc(C(F)(F)F)ccc2N2CCOCC2)cc1
  -8% | -3% | 1 | -4% | -5 | 1.6% | -2 | -34* | 0
CC(Nc1ccc(-c2nc(-c3ccco3)no2)cc1[N+](=O)[O-])c1ccccc1 (centres undefined)
  -10% | 1% | 0 | 1% | -13 | 12% | 1 | -5 | 2
Cc1cc(=O)[nH]c(-n2nc(C)cc2C)n1
  5% | -2% | 1 | 6% | -3 | -0.3% | 6 | -7 | 0

An excerpt from above in order of length of the SMILES, rising:
The line under a structure holds: Vif-A3F inh | Glioma ERSR ind | D1 agonist | Vif-APOBEC3G blk | D2 potentiator | RXFP1 agonist | D1 PAM | D1 antag | LDHA block
CCOC(=O)C1(CCCCCCOc2ccc(Cl)cc2)CO1 (centres undefined)
  . | . | 8 | . | -5 | 2.6% | -2 | -17 | .
COc1ccc(S(=O)(=O)NNC(=O)c2cccs2)cc1
  -4% | 3% | 2 | 1% | 3 | -1.2% | -2 | -6 | 2
O=C(CSc1n[nH]c(-c2ccncc2)n1)Nc1ccccc1
  -6% | -5% | 2 | 1% | 0 | -0.3% | -8 | -9 | -9
Cc1cc(C(=O)Nc2c(C)nn(Cc3ccccc3Cl)c2C)no1
  -22% | -3% | 2 | -12% | -2 | 0.2% | -6 | 10 | -14
Cc1c(C(=O)NNC(=S)Nc2cccc(Cl)c2)nnn1-c1ccccc1
  -2% | 5% | 1 | -1% | 7 | 2.0% | 0 | 0 | -3
Cc1ccc(NC(=O)CSCC(=O)Nc2cc(C(F)(F)F)ccc2N2CCOCC2)cc1
  -8% | -3% | 1 | -4% | -5 | 1.6% | -2 | -34* | 0
CC(Nc1ccc(-c2nc(-c3ccco3)no2)cc1[N+](=O)[O-])c1ccccc1 (centres undefined)
  -10% | 1% | 0 | 1% | -13 | 12% | 1 | -5 | 2
O=C(CCCCCn1c(=O)[nH]c2ccccc2c1=O)N1CCN(c2ccc(Cl)cc2)CC1
  0% | -3% | 3 | -2% | 2 | 7.3% | -3 | 4 | -5
CCOC(=O)c1ccc(NC2=CC(c3ccc(O)c(OCC)c3)N(c3ccc(C(=O)OCC)cc3)C2=O)cc1 (centres undefined)
  -1% | -3% | 0 | 2% | 6 | 3.7% | 0 | -11 | 4
